Source: PubChem
KB-V1 cytotox: kills drug-selected multidrug resistant KB-V1 cells. KB-V1 MDR cells viability, CellTiter-Glo, 72 h. Potency, µM (doses to about 46.1 µM), for the others: at the top dose activity change, negative = cytotoxicity, usual class: cytotoxic. 3.4% of 400,000 active. AID 1347076; note: nearly all actives have a fitted effect of over 60% in size
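Following 72 h at 37 degrees C with compound, KB-V1 cell viability was read by CellTiter-Glo luminescence, medium being phenol-red-free DMEM plus 10% FBS; concentration-response parameters came from normalized, curve-fitted qHTS data.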
ATXN2 expr inh: reduces ATXN2 reporter expression in HEK-293 cells. Potency, µM (titrated, usually from 57 µM), for the others: at the highest dose activity change, negative = inhibition, hits mostly inhibitors. HEK-293 ATXN2-luciferase reporter, luminescence, 24 h. AID 1745845. 0.72% of 360,000 active; note: nearly all actives have a fitted effect of over 55% in size
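qHTS (up to 57 uM final) was run with 24 h compound exposure of reporter cells at 37 °C. Each well was multiplexed: SteadyGlo luminescence measured ATXN2-luciferase expression after a fluorogenic Gly-Phe-AFC viability readout (25 uM final).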
KB-3-1 cytotox: KB-3-1 parental cell cytotoxicity; 1.4% of 400,000 active; AID 1347075; Potency, µM (top dose mostly 46.1 µM), for inactives: top-dose activity change, negative = cytotoxic, hits mostly cytotoxic; KB-3-1 viability, CellTiter-Glo ATP luminescence, 72 h; note: nearly all actives have a fitted effect of over 60% in size
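Parental KB-3-1 viability, qHTS format: 72 h compound exposure, 37 °C; CellTiter-Glo; media-only wells and DMSO plates as controls; concentration-effect fits on corrected data.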
The depositor's hits bear a star; ? = inconclusive; [ ] = another dose, or the depositor's remark. Calls come from the whole dose curve; as a rule, active = well fitted curve in the direction sought with a large enough effect; inconclusive = small, poorly fitted or top-dose-only effect, or another doubt; inactive = no such curve, though single readings can be large; an effect the other way counts as inactive or inconclusive. % is set by controls: 0 for no effect and ±100 for the full control effect; potency is the fitted concentration of half-maximal effect. Only part of the results is shown; count on the stated rates, not on these rows.

SMILES	KB-V1 cytotox	ATXN2 expr inh	KB-3-1 cytotox
CCOC(=O)CN(Cc1ccccc1)C(C(=O)NC1CCCCC1)c1ccc(OC)cc1 (stereo not given)	?	0%	-11%
CCn1c(=O)c(=O)n(CC)c2cc(N3CCCCC3)c(NC(=O)c3cccc(OC)c3)cc21	-5%	-2%	5%
COc1cc(C(=O)NC(c2ccc(Cl)cc2)c2cc(Cl)c3cccnc3c2O)cc(OC)c1OC (stereo not given)	-8%	?	?
O=C(CSC1=Nc2ccccc2N=C(c2ccc(F)cc2)C1)Nc1ccccc1	-23%	8%	-6%
CCc1ccc(NC(=O)CN2CCN(Cc3ccccc3)S2(=O)=O)cc1	9%	-3%	3%
Cn1nnnc1SCCNCc1ccc(OCc2ccccc2Cl)cc1	?	8%	23µM*
COCCCNC(=O)c1cc2n(n1)CCCN(Cc1ccc(C)cc1)C2=O	-1%	-3%	-9%
Cc1nc2n(c(=O)c1CCN1CCC(c3noc4cc(F)ccc34)CC1)CCC[C@H]2O	-9%	-11%[25.6 µM]	0%
Cc1ccc(S(=O)(=O)c2nc(-c3ccccc3)oc2N2CCN(c3ccccc3)CC2)cc1	0%	-8%	-12%
COc1ccc(-c2nn3c(=O)cc(CN4CCN(C(=O)c5ccc(C(C)(C)C)cc5)CC4)nc3s2)cc1	24%	5%	-8%
COc1ccc(N2CCN(c3ncnc4c3cnn4-c3ccc(C)c(Cl)c3)CC2)cc1	?	12%	2%
COc1ccccc1-n1c(=O)n(C)c2c(C(N)=O)nc(-c3cccc(OC)c3OC)nc21	4%	2%	-2%
CCC(Oc1ccccc1F)C(=O)N1CCC(c2nc3ccccc3s2)CC1 (stereo not given)	0%	?	0%
COc1ccc(NC(=O)c2oc3ccccc3c2NC(=O)C23CC4CC(CC(C4)C2)C3)cc1	-14%	-4%	-8%
Cc1cccc(C(=O)OCc2cc(=O)n3nc(C4CCCCC4)sc3n2)c1	2%	3%	7%
COc1ccc(-c2cc(-c3ccc(C)cc3)nc3c2COc2ccccc2-3)cc1	0%	0%	-1%
CCC(=O)N1CCc2cc(CNC(=O)Nc3cc(Cl)ccc3C(=O)OC)ccc21	2%	-15%	-8%
Cc1c(NC(=O)Nc2ccc(Br)cc2F)sc2nc3n(c(=O)c12)CCC(C)CC3 (stereo not given)	14%	6%	-1%
Cc1ccc(COC(=O)c2[nH]c3c(c2C)C(=O)CC(c2ccc(Cl)cc2)C3)cc1 (stereo not given)	?	-14%	2%
Cc1cc(C)cc(NC(=O)C2CCN(S(=O)(=O)c3ccc4c(c3)oc(=O)n4C)CC2)c1	18%	-5%	3%
CCOc1cc(/C=C(\C#N)C(=O)Nc2ccc(C)cc2)ccc1OCc1cc(=O)n2nc(CC)sc2n1	0%	0%	-16%
CC(=O)c1ccc(NC(=O)c2nn(C)c3c2CS(=O)(=O)c2ccccc2-3)cc1	10%	10%	6%
COC(=O)C1CCN(c2csc3ccc(Cl)cc3c2=O)CC1	3%	20%	5%
CC1=C(C#N)C(NC(=O)c2ccccc2)(C(F)(F)F)C(=O)N1 (stereo not given)	10%	-4%	6%
COc1ccc(Cn2ccc3nc(C)c(C(=O)NCc4cccc(OC)c4)cc3c2=O)cc1	-11%	?	-3%
COc1ccc(C2CC(=O)c3cc(-c4nc(-c5cccc(Cl)c5)cs4)c(=O)[nH]c3C2)cc1 (stereo not given)	29%	-11%	-1%
Cc1ccc(S(=O)(=O)c2nnn3c2nc(N2CCCC(C)C2)c2cc(Cl)ccc23)cc1C (stereo not given)	-1%	4%	6%
Cc1cc(C)c2oc(C(=O)Nc3ccc(S(=O)(=O)Nc4ncccn4)cc3)cc(=O)c2c1	?	-4%	3%
CCOc1ccc(CC(=O)Nc2c(C(=O)c3ccc(C)cc3)oc3ccccc23)cc1OCC	-9%	10%	1%
COc1ccccc1N1CCN(c2ccc(=O)n(CC(=O)O)n2)CC1	26%	-5%	1%
COc1cccc(NC(=O)C2CCN(S(=O)(=O)c3cccc4nonc34)CC2)c1	11%	-19%	1%
Cc1ccc(CNC(=O)CCc2nnc3n(C)c(=O)c4sccc4n23)cc1	-10%	13%	0%
COc1ccccc1CNC(=O)C(=O)NCC(c1cccnc1)N1CCN(c2ccccc2)CC1 (stereo not given)	-24%	-27%	-27%
COc1cccc(CNC(=O)CSc2ncc(S(=O)(=O)c3ccc(C)c(Cl)c3)c(=O)[nH]2)c1	5%	2%	16%
CC(CC(=O)Nc1ccc(F)cc1)S(=O)(=O)c1cc2c3c(c1)CCN3C(=O)CC2 (stereo not given)	14%	2%	-6%
COc1ccc2c(c1)CC(C(=O)Nc1ccc(Br)c(C)c1)CO2 (stereo not given)	10%	-2%	-2%
COc1cc2oc(=O)c(CC(=O)N3CCCCC3)c(C)c2cc1OC	-31%	6%	0%
COc1ccccc1NC(=O)C1=C(C)Nc2nc(SCc3ccccc3C)nn2C1CC(C)C (stereo not given)	16%	5%	11%
COC(=O)c1ccc(NC(=O)CCc2c(C)nc3c(c2C)c(=O)n(C)c(=O)n3C)cc1	3%	-2%	-12%
COc1ccc(CCNC(=O)c2ccc(Cn3c(=O)c4ccccc4n(Cc4ccccc4Cl)c3=O)cc2)cc1OC	16%	9%	5%
N#Cc1ccc(CSc2nc3c(c(=O)[nH]2)CCCC3)cc1	-5%	13%	-22%
Cc1nn(C(C)C(=O)NC2CCCCC2)c(=O)c2c1sc1ccccc12 (stereo not given)	-4%	1%	-3%
CCCCN(CC)CCCn1cnc2c([nH]c3ccc(Cl)cc32)c1=O	18%	-20%	-1%
CCS(=O)(=O)N1CCc2cc(C(=O)NCc3ccc(Cl)cc3)ccc21	2%	-4%	-20%
COc1cc(NC(=O)c2noc3c2CC(C(C)(C)C)CC3)cc(OC)c1OC (stereo not given)	16µM*	6%	-2%
Cc1ccc(NC(=O)c2oc3ccccc3c2NC(=O)c2ccccc2C)cc1	0%	5%	0%
CCOC(=O)C1CCCN(C(=O)c2nn(-c3ccc(C)cc3)c(=O)n(C)c2=O)C1 (stereo not given)	-3%	10%	-1%
CC(=O)Nc1ccc(NC(=O)c2ccc(COc3ccc(Cl)cc3Cl)o2)cc1	-12%	-14%	1%
COc1ccc(-n2c(-c3ccc(Cl)cc3)cc3c2CC(C)(C)CC3=O)c(OC)c1	-8%	?	-3%
CCc1ccc(Sc2cc(C(=O)NC(C)CC)c3ccccc3n2)cc1 (stereo not given)	?	-8%	-2%

(continued)
SMILES	KB-V1 cytotox	ATXN2 expr inh	KB-3-1 cytotox
COc1cccc(CNC(=O)c2nc(Cn3nc(C)c(Br)c3C)no2)c1	-16%	-14%	-1%
Cc1ccc(N(C)C(CNS(=O)(=O)c2ccccc2)c2ccccc2)cc1 (stereo not given)	-10%	?	2%
COC(=O)c1c(NC(=O)Cc2coc3ccc(C)cc23)sc2c1CCC2	8%	15%	4%
O=C(NCCC1=CCCCC1)c1ccc2c(c1)ncn2-c1cccc(Cl)c1	0%	32%	2%
CC1CCN(S(=O)(=O)c2cc(C(=O)N3CCN(c4ccccc4F)CC3)n(C)c2)CC1	?	-3%	5%
Cc1cccc(N(CC(=O)Nc2ccccc2C(F)(F)F)S(=O)(=O)c2ccccc2)c1C	-4%	0%	-17%
Cc1ccc2c(c1)-c1ncc(C(=O)c3cc(Br)ccc3O)cc1CO2	3%	-15%	-2%
CCOc1ccc2c(c1)c(=O)c(S(=O)(=O)c1ccccc1)cn2CC(=O)Nc1ccccc1OC	?	3%	2%
CN1C(=O)C2(c3ccccc31)N(c1ccc(F)c(Cl)c1)C(=O)CS2(=O)=O (stereo not given)	-11%	7%	8%
Cc1cccc(N(C)C(=O)CSc2nc3ncccc3o2)c1	-8%	20%	2%

At a glance, part of the list above:
SMILES	KB-V1 cytotox	ATXN2 expr inh	KB-3-1 cytotox
Cc1ccc(NC(=O)c2oc3ccccc3c2NC(=O)c2ccccc2C)cc1	0%	5%	0%
CCOC(=O)C1CCCN(C(=O)c2nn(-c3ccc(C)cc3)c(=O)n(C)c2=O)C1 (stereo not given)	-3%	10%	-1%
CC(=O)Nc1ccc(NC(=O)c2ccc(COc3ccc(Cl)cc3Cl)o2)cc1	-12%	-14%	1%
COc1ccc(-n2c(-c3ccc(Cl)cc3)cc3c2CC(C)(C)CC3=O)c(OC)c1	-8%	?	-3%
CCc1ccc(Sc2cc(C(=O)NC(C)CC)c3ccccc3n2)cc1 (stereo not given)	?	-8%	-2%
COc1cccc(CNC(=O)c2nc(Cn3nc(C)c(Br)c3C)no2)c1	-16%	-14%	-1%
Cc1ccc(N(C)C(CNS(=O)(=O)c2ccccc2)c2ccccc2)cc1 (stereo not given)	-10%	?	2%
COC(=O)c1c(NC(=O)Cc2coc3ccc(C)cc23)sc2c1CCC2	8%	15%	4%
O=C(NCCC1=CCCCC1)c1ccc2c(c1)ncn2-c1cccc(Cl)c1	0%	32%	2%
CC1CCN(S(=O)(=O)c2cc(C(=O)N3CCN(c4ccccc4F)CC3)n(C)c2)CC1	?	-3%	5%
Cc1cccc(N(CC(=O)Nc2ccccc2C(F)(F)F)S(=O)(=O)c2ccccc2)c1C	-4%	0%	-17%
Cc1ccc2c(c1)-c1ncc(C(=O)c3cc(Br)ccc3O)cc1CO2	3%	-15%	-2%

The results go on.
SMILES	KB-V1 cytotox	ATXN2 expr inh	KB-3-1 cytotox
Cc1cccc(C)c1NC(=O)CCCN1C(=O)CCn2nc(-c3cn(C)c4ccccc34)cc21	5%	-17%	-8%
Cc1ccc(-n2nc(C)c3nc(CCC(=O)Nc4ccc(F)cc4)c(=O)n(C)c32)cc1	-11%	8%	0%
COc1ccc(N2C(=O)CS(=O)(=O)C23C(=O)N(Cc2cccc(F)c2)c2ccccc23)cc1OC (stereo not given)	0%	-3%	-5%
Cc1ccc(-c2n[nH]c3c2C(c2ccc(C(C)(C)C)cc2)NC3=O)cc1 (stereo not given)	-24%	10%	0%
O=C(c1ccccc1Br)N(Cc1ccco1)C1CCS(=O)(=O)C1 (stereo not given)	-2%	3%	-3%
CCCCCOC(=O)c1ccc(Nc2nc(C(=O)OCC)nc3ccccc23)cc1	16%	-3%	5%
CCOc1ccc(Cn2nnc(C(=O)Nc3ccc(Cl)cc3)c2N)cc1	-35%	1%	-4%
O=S(=O)(c1ccc(Cl)cc1)c1nc(-c2cccs2)oc1SCc1ccc(F)cc1	?	10%	-14%
O=C(c1ccc2c(c1)OCO2)c1cn(Cc2ccc(Cl)cc2)c2ccc(F)cc2c1=O	-4%	-21%	-14%
O=C(Nc1ccc(F)cc1)c1csc2c1CCCCC2	-3%	30%[activator]	0%
O=C(NCc1cccc(Cl)c1)c1ccc2c(Cl)c3c(nc2c1)CCCC3	-9%	-29%	7%
Cc1ccc(-c2cc3c(n2-c2ccc(F)cc2)CC(C)(C)CC3=O)cc1	19%	7%	3%
Cc1ccn2c(=O)c(C(=O)Nc3ccc(F)c(C(F)(F)F)c3)cnc2c1	1%	2%	1%
COC(=O)c1ccc(C(=O)OC)c(NC(=O)c2ccc(-c3ccccc3)s2)c1	-17%	14%	-7%
CCCN(C(=O)Cn1ncc2c([nH]c3ccc(C)cc32)c1=O)c1ccccc1C	-20%	7%	0%
COc1ccc(CN(C(=O)Nc2cc(C)ccc2C)C2CCN(C(C)=O)CC2)cc1	-16%	-1%	-4%
O=C(C1CCCN(S(=O)(=O)c2cccc3nsnc23)C1)N1CCN(c2ccccc2Cl)CC1 (stereo not given)	-5%	-21%	?
CCC(C)NC(=O)C1CCN(S(=O)(=O)c2ccc3c(ccn3CC)c2)CC1 (stereo not given)	-9%	-5%	-11%
COc1cc2ncc3c(-c4ccccc4)nn(-c4ccc(C)cc4)c3c2cc1OC	?	9%	-8%
O=C(CS(=O)(=O)c1cccc2nsnc12)Nc1ccc(F)cc1	-23%	-9%	8%
Cc1ccc(-n2c3c(cc(C(=O)Nc4ccccc4C(N)=O)c2=O)C(=O)CC(C)(C)C3)cc1	?	-5%	10%
CC(C)(C)OC(=O)N1CCC(c2c(C(=O)Nc3ccc4c(c3)OCO4)cnn2-c2ccccc2)CC1	-14%	-3%	?
COc1cc(Cl)c(C)cc1Nc1nnc(-n2nc(C)cc2C)c2ccccc12	-12%	5%	3%
Cc1cccc2nc(-c3ccc(Cl)s3)c(Nc3ccc4c(c3)OCCO4)n12	8%	24%	0%
CCCN(CCC)C(=O)CN1C(=O)CSc2ccc(S(=O)(=O)N3CCC(C)CC3)cc21	-5%	-5%	-14%
COC(=O)c1ccc(Cl)cc1NC(=O)N(Cc1ccc(OC)cc1)C1CCN(C(C)=O)CC1	-52%	0%	-7%
CCCSCCCNC(=O)c1sc2nc(C)cc(C)c2c1-n1cccc1	4%	5%	3%
Cc1ccccc1OCc1ccc(-c2nc(C#N)c(N3CCN(c4cccc(Cl)c4)CC3)o2)o1	0%	-6%	-6%
CCC(=O)N1c2ccccc2CC1C(=O)N1CCN(c2ccccc2)CC1 (stereo not given)	-4%	5%	4%
